HP1b chromo inh: blocks HP1-beta chromodomain binding to methylated histone tails | Potency, µM (doses to about 114 µM), without a hit: top-dose activity change, negative = inhibition, usual class: inhibitors | 390,000 compounds, 0.56% hits | AlphaScreen HP1-beta / biotin-H3K9me3 peptide binding | P83916; also: potency is read from the fitted curve at half-maximal effect; nearly all actives have a fitted effect of over 70% in size; inactives centre near 23
Target sequence (P83916 whole entry, looked up): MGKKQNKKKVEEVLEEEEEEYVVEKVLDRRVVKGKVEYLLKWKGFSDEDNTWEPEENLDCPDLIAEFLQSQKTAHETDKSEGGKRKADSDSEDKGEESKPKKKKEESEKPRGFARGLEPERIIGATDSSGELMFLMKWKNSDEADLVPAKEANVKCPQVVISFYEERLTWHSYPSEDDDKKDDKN
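Compound inhibition of the preformed complex between 50 nM HP1-beta and 50 nM biotinylated H3K9me3 peptide was read by AlphaScreen. Buffer was PBS pH 7.4 with 0.01% Tween-20. Incubations ran 30 min at room temperature, with 10 ug/mL donor/acceptor beads.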
IDH1 R132H inh: blocks human mutant IDH1 R132H enzyme | 390,000 compounds, 0.093% hits | IDH1-R132H enzyme, NADPH consumption, diaphorase/resazurin fluorescence | O75874 | AID 602179 | Potency, µM (highest dose often 76.6 µM), without a hit: at the highest dose activity change, negative = inhibition, usual class: inhibitors; also: potency is read from the fitted curve at half-maximal effect; % is scaled to controls: 0 for no effect and ±100 for the full control effect; nearly all actives have a fitted effect of over 65% in size
Target sequence (O75874 whole entry R132H, stated change not applied): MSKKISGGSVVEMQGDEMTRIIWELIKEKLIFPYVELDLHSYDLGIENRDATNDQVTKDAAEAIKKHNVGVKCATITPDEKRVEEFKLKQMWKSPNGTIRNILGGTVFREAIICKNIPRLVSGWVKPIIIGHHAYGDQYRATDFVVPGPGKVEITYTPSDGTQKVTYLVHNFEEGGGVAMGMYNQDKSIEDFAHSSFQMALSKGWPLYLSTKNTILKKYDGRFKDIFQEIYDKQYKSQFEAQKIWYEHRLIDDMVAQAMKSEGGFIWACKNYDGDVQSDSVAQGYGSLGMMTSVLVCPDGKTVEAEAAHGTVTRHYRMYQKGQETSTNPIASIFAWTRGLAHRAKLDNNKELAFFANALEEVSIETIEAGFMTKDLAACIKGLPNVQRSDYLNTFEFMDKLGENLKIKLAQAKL
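IDH1-R132H (0.5 ug/mL dispensed) in pH 7.5 Tris buffer was preincubated 30 min with compound, then given a substrate mix of 0.016 mM NADPH and 2 mM alpha-KG for 80 min at room temperature; remaining NADPH was read by diaphorase/resazurin fluorescence.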
PI4K2A inh: PI4K2A (human) kinase inhibition. activity change, negative = inhibition, % at 76.9 µM. purified PI4K2A, ADP-Glo luminescence, 1 h; hits give low values. Q9BTU6. 420,000 compounds, 0.13% hits; in the data active = activity change below about -50%; inconclusive = mostly about -30% to -49%;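 also: -100% = wells without enzyme as full effect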
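In this quantitative HTS, ADP production by PI4K2A was quantified luminescently after 1 h at ambient temperature; 100 microM adenosine served as plate-quality control.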
TrxR1 substrate: rat thioredoxin reductase 1 substrate activity | O89049 | purified TrxR1 substrate turnover, NADPH consumption readout | Potency, µM (top dose mostly 114 µM), inactives show top-dose activity change, negative = substrate turnover | 390,000 compounds, 0.01% hits | AID 588456; also: potency is read from the fitted curve at half-maximal effect; % is scaled to controls: 0 for no effect and ±100 for the full control effect; nearly all actives have a fitted effect of over 50% in size
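Rat TrxR1, dispensed at 90 nM, was prereduced with 400 uM NADPH (final) for 5 min at ~22 deg C, then incubated with compound 15 min before 400 uM selenite. A first-read NADPH fluorescence drop versus no-compound background flagged substrates.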
rTrxR1 inhibitor: rat TrxR1 inhibition | O89049 | 390,000 compounds, 1% hits | Potency, µM (series often up to 114 µM), for the others: at the top dose activity change, negative = inhibition, most hits filed as inhibitors | recombinant rTrxR1, NADPH fluorescence consumption, selenite substrate | AID 588453; also: potency is read from the fitted curve at half-maximal effect; % is scaled to controls: 0 for no effect and ±100 for the full control effect; nearly all actives have a fitted effect of over 65% in size
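Rat TrxR1 (90 nM in the dispensed reagent) was pre-reduced with 400 uM NADPH for 5 min at room temperature, then incubated with compound for 15 min. After 400 uM selenite was added, NADPH fluorescence (Ex 340/Em 450 nm) was followed for 8 min.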
USP1 inh: USP1/UAF1 (human) deubiquitinase inhibition; 390,000 compounds, 0.23% hits; recombinant USP1/UAF1, Ub-Rhodamine cleavage fluorescence; Potency, µM (series often up to 57.1 µM), inactives show at the top dose activity change, negative = inhibition, hits mostly inhibitors; O94782; also: potency is read from the fitted curve at half-maximal effect; % is scaled to controls: 0 for no effect and ±100 for the full control effect; nearly all actives have a fitted effect of over 60% in size; inactives centre near -12
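Step one: compound is pinned into 1nM USP1/UAF1 in HEPES pH 7.8 buffer with TCEP. Step two: 15 min room-temperature incubation. Step three: Ub-Rho (150nM final) starts cleavage, tracked by fluorescence over six one-minute reads.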
Pin1 inhibitor: blocks the human prolyl isomerase Pin1; Q13526; Pin1 FP peptide displacement, HiFluor488, 10 min; Potency, µM (titrated, usually from 115 µM), for inactives: at the top dose activity, negative = inhibition, most hits filed as inhibitors; 390,000 compounds, 0.009% hits; AID 504891; active = well fitted inhibition curve with a large enough effect in the polarisation, with a control signal flat, not every such curve was filed as active; inconclusive = small, poorly fitted or top-dose-only effect, or effect the other way, or a change in a side signal; inactive = no such curve, though single readings can be large or run the other way; the % refers to the polarisation; also: potency is read from the fitted curve at half-maximal effect; % is scaled to controls: 0 for no effect and ±100 for the full control effect
GLS inhibitor: inhibitors of human glutaminase (GLS); GLS enzymatic activity, qHTS titration; 410,000 compounds, 0.21% hits; Potency, µM (top dose mostly 45.5 µM), inactives show at the highest dose activity change, negative = inhibition, usual class: inhibitors; AID 624170; also: potency is read from the fitted curve at half-maximal effect; % is scaled to controls: 0 for no effect and ±100 for the full control effect
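Glutamate formation by hKGA was monitored fluorometrically using coupled glutamate oxidase, HRP and Amplex Red. Substrate was added as 1 mM L-glutamine solution; incubation was 30 min at RT after an initial read.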
PGK inhibitor: blocks T. brucei phosphoglycerate kinase; PGK/GAPDH coupled, Kinase-Glo luminescence, 60 min; P07378; AID 602233; Potency, µM (top dose mostly 57.5 µM), for the others: at the highest dose activity change, negative = inhibition, hits mostly inhibitors; 380,000 compounds, 0.043% hits; also: potency is read from the fitted curve at half-maximal effect; % is scaled to controls: 0 for no effect and ±100 for the full control effect; nearly all actives have a fitted effect of over 60% in size
Target sequence (P07378 whole entry, looked up): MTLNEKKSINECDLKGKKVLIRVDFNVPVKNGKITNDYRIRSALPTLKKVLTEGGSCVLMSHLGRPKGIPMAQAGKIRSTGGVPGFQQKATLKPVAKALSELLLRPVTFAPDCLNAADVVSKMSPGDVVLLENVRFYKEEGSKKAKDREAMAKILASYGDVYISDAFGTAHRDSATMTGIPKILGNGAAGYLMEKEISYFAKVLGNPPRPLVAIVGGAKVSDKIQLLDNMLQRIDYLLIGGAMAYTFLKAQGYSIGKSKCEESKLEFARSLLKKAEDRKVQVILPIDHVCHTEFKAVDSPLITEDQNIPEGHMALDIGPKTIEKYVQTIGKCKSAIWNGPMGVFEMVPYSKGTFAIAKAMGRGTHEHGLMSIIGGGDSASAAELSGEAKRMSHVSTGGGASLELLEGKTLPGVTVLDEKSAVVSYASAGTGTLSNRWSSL
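Luminescent ATP detection (Kinase-Glo Plus) follows a 60-minute room-temperature incubation, with wells lacking PGK as controls. Buffer: 100 mM TEA (pH 7.6), 5 mM MgCl2, 0.01% Tween-20. Coupling enzyme GAPDH (100 nM final) supplies unstable 1,3-BPG in-well.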
An asterisk follows results filed as active; [ ] = another dose, or the depositor's remark. Unless noted, calls follow the shape of the dose curve; as a rule, active = well fitted curve in the direction sought with a large enough effect; inconclusive = small, poorly fitted or top-dose-only effect, or another doubt; inactive = no such curve, though single readings can be large; an effect the other way counts as inactive or inconclusive.

Results for CCC(=O)Nc1cc(-c2nc3cc(C)cc(C)c3o2)ccc1C ?
HP1b chromo inh: 24%; IDH1 R132H inh: 10%; PI4K2A inh: -2; TrxR1 substrate: 27%; rTrxR1 inhibitor: 14%; USP1 inh: -3%; Pin1 inhibitor: 7%; GLS inhibitor: 14%; PGK inhibitor: -5%

How did CCOCCCNc1ncnc2c1nc1n2CCCC1 do in these assays?
HP1b chromo inh: 25%; IDH1 R132H inh: 2%; PI4K2A inh: 4; TrxR1 substrate: -8%; rTrxR1 inhibitor: 4%; USP1 inh: -12%; Pin1 inhibitor: 2%; GLS inhibitor: -21%; PGK inhibitor: -9%

What do the screens show for `COCCc1nnc(NC(=O)Cc2ccccc2)s1`?
HP1b chromo inh: 18%; IDH1 R132H inh: -3%; PI4K2A inh: 5; TrxR1 substrate: 5%[57.1 µM]; rTrxR1 inhibitor: 9%[57.1 µM]; USP1 inh: -3%; Pin1 inhibitor: 0%; GLS inhibitor: 0%; PGK inhibitor: 6%

What do the screens show for `CCCC(=O)Nc1sc2c(c1C(=O)Nc1ccccn1)CCCC2`?
HP1b chromo inh: 74%[activator]; IDH1 R132H inh: -2%; PI4K2A inh: -3; TrxR1 substrate: 0%[57.1 µM]; rTrxR1 inhibitor: 24%[57.1 µM]; USP1 inh: -20%; Pin1 inhibitor: inconclusive; GLS inhibitor: -25%; PGK inhibitor: -5%

How did O=C(CSc1nnc(COc2ccccc2)o1)Nc1nccs1 do in these assays?
HP1b chromo inh: 64%[activator]; IDH1 R132H inh: 7%; PI4K2A inh: -5; TrxR1 substrate: -5%[57.1 µM]; rTrxR1 inhibitor: 10%[57.1 µM]; USP1 inh: -18%; Pin1 inhibitor: -3%; GLS inhibitor: -3%; PGK inhibitor: -6%

What do the screens show for `CCc1noc(C)c1C(=O)N1CCN(S(=O)(=O)c2ccc(Br)cc2)CC1`?
HP1b chromo inh: 21%; IDH1 R132H inh: 12%; PI4K2A inh: -9; TrxR1 substrate: 2%; rTrxR1 inhibitor: 15%; USP1 inh: -19%; Pin1 inhibitor: 0%; GLS inhibitor: -11%; PGK inhibitor: -2%

How did COc1ccc(NC(=O)CSc2nc3c(c(=O)n2C)SCC3)cc1OC do in these assays?
HP1b chromo inh: 4%; IDH1 R132H inh: -4%; PI4K2A inh: 4; TrxR1 substrate: -9%; rTrxR1 inhibitor: -10%; USP1 inh: -2%; Pin1 inhibitor: 8%; GLS inhibitor: 0%; PGK inhibitor: 4%

How did O=S(=O)(Nc1cccc(-n2cnnn2)c1)c1cnc(Cl)c(Cl)c1 do in these assays?
HP1b chromo inh: 41%[activator]; IDH1 R132H inh: 15%; PI4K2A inh: -1; TrxR1 substrate: -1%; rTrxR1 inhibitor: 15%; USP1 inh: -24%; Pin1 inhibitor: -2%; GLS inhibitor: 0%; PGK inhibitor: -9%

Results for Cc1nnc(SCc2cc(=O)n3c(C)cccc3n2)s1 ?
HP1b chromo inh: 27%[57 µM]; IDH1 R132H inh: -4%; PI4K2A inh: -10; TrxR1 substrate: 1%[57.1 µM]; rTrxR1 inhibitor: 13%[57.1 µM]; USP1 inh: 3%; Pin1 inhibitor: -2%; GLS inhibitor: 1%; PGK inhibitor: -12%

How did COc1ccccc1NC(=O)Nc1nc(CC(=O)NCc2c(F)cccc2F)cs1 do in these assays?
HP1b chromo inh: 32%; IDH1 R132H inh: 1%; PI4K2A inh: 0; TrxR1 substrate: 6%; rTrxR1 inhibitor: 11%; USP1 inh: -2%; Pin1 inhibitor: 3%; GLS inhibitor: 11%; PGK inhibitor: 9%

How did CCOc1cc(C(=O)NC(=S)Nc2ccc(Cl)c(C(=O)O)c2)cc(OCC)c1OCC do in these assays?
HP1b chromo inh: -4%; IDH1 R132H inh: -8%; PI4K2A inh: -1; TrxR1 substrate: -4%; rTrxR1 inhibitor: inconclusive; USP1 inh: -6%; Pin1 inhibitor: 4%; GLS inhibitor: 4%; PGK inhibitor: -1%

Results for O=C(c1cccn2c(=O)c3cc(Cl)ccc3nc12)N1CCOCC1 ?
HP1b chromo inh: 17%; IDH1 R132H inh: 7%; PI4K2A inh: 5; TrxR1 substrate: 105%[activator]; rTrxR1 inhibitor: 23%; USP1 inh: -14%; Pin1 inhibitor: -1%; GLS inhibitor: -4%; PGK inhibitor: -8%

How did CC1(C(=O)OCC(=O)Nc2ccc3ccccc3c2)CC1(Cl)Cl (stereo unspecified) do in these assays?
HP1b chromo inh: 93%[activator]; IDH1 R132H inh: 1%; PI4K2A inh: -8; TrxR1 substrate: -3%[57.1 µM]; rTrxR1 inhibitor: 11%[57.1 µM]; USP1 inh: inconclusive; Pin1 inhibitor: 0%; GLS inhibitor: 4%; PGK inhibitor: -1%

What do the screens show for `CN(C)S(=O)(=O)c1cccc(C(=O)Nc2ccccc2)c1`?
HP1b chromo inh: 36%; IDH1 R132H inh: 3%; PI4K2A inh: -2; TrxR1 substrate: 1%; rTrxR1 inhibitor: 19%[57.1 µM]; USP1 inh: -4%; Pin1 inhibitor: -2%; GLS inhibitor: 5%; PGK inhibitor: 12%

How did O=C(CC(=O)NCCc1ccccc1)NCCc1ccccc1 do in these assays?
HP1b chromo inh: 13%; IDH1 R132H inh: -2%; PI4K2A inh: -3; TrxR1 substrate: 5%; rTrxR1 inhibitor: 7%; USP1 inh: -23%; Pin1 inhibitor: -5%; GLS inhibitor: 1%; PGK inhibitor: 7%

Results for CCCCOC(=O)CSc1nc2c(c(=O)[nH]c(=O)n2C)n1C/C=C(\C)Cl ?
HP1b chromo inh: -9%; IDH1 R132H inh: 1%; PI4K2A inh: -3; TrxR1 substrate: -9%; rTrxR1 inhibitor: 6%; USP1 inh: -12%; Pin1 inhibitor: -1%; GLS inhibitor: -19%; PGK inhibitor: inactive

Results for COc1ccc(C2C(C(=O)Nc3cc(C)on3)c3ccccc3C(=O)N2C)cc1OC (stereo unspecified) ?
HP1b chromo inh: 14%; IDH1 R132H inh: 19%; PI4K2A inh: 1; TrxR1 substrate: 2%; rTrxR1 inhibitor: 6%; USP1 inh: -3%; Pin1 inhibitor: 4%; GLS inhibitor: -1%; PGK inhibitor: -4%

What do the screens show for `Cc1cccc(CSCCNC(=O)C2CCN(S(=O)(=O)Cc3ccccc3)CC2)c1`?
HP1b chromo inh: 9%; IDH1 R132H inh: 8%; PI4K2A inh: -2; TrxR1 substrate: -6%; rTrxR1 inhibitor: 11%; USP1 inh: inconclusive; Pin1 inhibitor: 4%; GLS inhibitor: -6%; PGK inhibitor: inactive

What do the screens show for `O=S1(=O)NC2c3ccccc3CC2O1` (stereo unspecified)?
HP1b chromo inh: 46%[activator]; IDH1 R132H inh: 0%; PI4K2A inh: -7; TrxR1 substrate: -6%[57.1 µM]; rTrxR1 inhibitor: -54%; USP1 inh: inconclusive; Pin1 inhibitor: -8%; GLS inhibitor: 7%; PGK inhibitor: -12%

What do the screens show for `Cc1ccc(C(C(=O)NCc2ccco2)N(CC2CCCO2)C(=O)Cn2nnc3ccccc32)cc1` (stereo unspecified)?
HP1b chromo inh: 22%; IDH1 R132H inh: 0%; PI4K2A inh: 3; TrxR1 substrate: 6%[57.1 µM]; rTrxR1 inhibitor: 3%[57.1 µM]; USP1 inh: -9%; Pin1 inhibitor: -9%; GLS inhibitor: -3%; PGK inhibitor: -8%

Results for O=C1c2ccccc2C(=O)N1OCc1cccc(Cl)c1 ?
HP1b chromo inh: 31%; IDH1 R132H inh: -3%; PI4K2A inh: -1; TrxR1 substrate: 9%[57.1 µM]; rTrxR1 inhibitor: 1%[57.1 µM]; USP1 inh: 6%; Pin1 inhibitor: -3%; GLS inhibitor: 12%; PGK inhibitor: -2%

Results for COc1ccc(C(=O)NCC(c2ccco2)S(=O)(=O)c2ccccc2)cc1 (stereo unspecified) ?
HP1b chromo inh: 9%; IDH1 R132H inh: 30%; PI4K2A inh: -6; TrxR1 substrate: -4%[57.1 µM]; rTrxR1 inhibitor: 5%[57.1 µM]; USP1 inh: -10%; Pin1 inhibitor: -8%; GLS inhibitor: -7%; PGK inhibitor: inactive

Results for O=C(NCc1ccco1)C(=O)NCC(c1ccco1)N1CCOCC1 (stereo unspecified) ?
HP1b chromo inh: 20%; IDH1 R132H inh: -1%; PI4K2A inh: -1; TrxR1 substrate: 5%; rTrxR1 inhibitor: 25%; USP1 inh: -18%; Pin1 inhibitor: -9%; GLS inhibitor: -3%; PGK inhibitor: -5%

Results for Cc1cc(=O)oc(C)c1C(=O)N1CCN(c2ccc(F)cc2)CC1 ?
HP1b chromo inh: 43%[activator]; IDH1 R132H inh: 0%; PI4K2A inh: 3; TrxR1 substrate: -4%; rTrxR1 inhibitor: -2%; USP1 inh: -4%; Pin1 inhibitor: 11%; GLS inhibitor: 17%; PGK inhibitor: -6%

How did CCc1ccc(NC(=O)c2cccc(NC3=NC4CS(=O)(=O)CC4S3)c2)cc1 (stereo unspecified) do in these assays?
HP1b chromo inh: 28%; IDH1 R132H inh: 3%; PI4K2A inh: -8; TrxR1 substrate: 3%[57.1 µM]; rTrxR1 inhibitor: 12%[57.1 µM]; USP1 inh: -9%; Pin1 inhibitor: -7%; GLS inhibitor: 1%; PGK inhibitor: -2%

Not all compounds are listed, so the mix of outcomes need not match the whole.
